# Screens: PubChem, The Scripps Research Institute Molecular Screening Center
# FBW7 activator – FBW7 E3 ligase activators, primary screen, biochemical, AlphaScreen, human. AlphaScreen FBW7–phospho-cyclin E peptide binding, activator screen. normalized activity (activation), % at 26.1 µM. hit rate 0.13% among 650,000. AID 1259310, 2017; in the data active = normalized activity above about 1.9%;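 also: purified mutant Fbw7 with reduced substrate affinity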
# TEAD-YAP block – TEAD-YAP interaction inhibition, primary screen, TEAD-YAP interaction inhibitor project, luminescence, HEK-TIYL cells | inhibition, % at 9.12 µM | TEAD-Gal4/YAP UAS-luciferase luminescence | hit rate 1.4% among 640,000; in the data active = inhibition above about 32%;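 also: 0% = median of test compound wells and 100% = reference inhibitor wells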
# GPR151 activ – activators of human GPR151, primary screen, cell-based, PathHunter beta-arrestin, luminescence; G-protein coupled receptor 151 (Homo sapiens), Q8TDV0; PathHunter beta-arrestin GPR151 cells; activation, % at 11.2 µM; hit rate 1% among 650,000; in the data active = activation above about 4.9%;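 also: 0% = median of compound wells and 100% = cells with positive control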
# Target sequence (Q8TDV0 whole entry, looked up): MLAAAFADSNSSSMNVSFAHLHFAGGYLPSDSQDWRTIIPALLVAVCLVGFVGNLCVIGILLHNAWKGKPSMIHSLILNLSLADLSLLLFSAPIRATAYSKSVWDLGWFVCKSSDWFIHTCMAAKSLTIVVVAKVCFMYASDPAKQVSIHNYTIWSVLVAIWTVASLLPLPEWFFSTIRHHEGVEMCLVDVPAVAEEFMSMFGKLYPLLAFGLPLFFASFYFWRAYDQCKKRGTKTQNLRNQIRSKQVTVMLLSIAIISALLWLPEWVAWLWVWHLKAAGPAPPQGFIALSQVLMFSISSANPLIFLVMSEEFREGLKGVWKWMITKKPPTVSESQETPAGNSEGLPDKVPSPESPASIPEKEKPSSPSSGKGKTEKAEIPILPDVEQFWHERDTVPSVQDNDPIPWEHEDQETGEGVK
# MITF inh – MITF inhibitors, primary screen, biochemical, AlphaScreen, human; hit rate 0.91% among 650,000; Microphthalmia-associated transcription factor (Homo sapiens), O75030; inhibition, % at 2.6 µM; AlphaScreen MITF homodimerization, bead proximity signal; in the data active = inhibition above about 50%;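 also: 0% = vehicle wells with protein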
# Target sequence (O75030 whole entry, looked up): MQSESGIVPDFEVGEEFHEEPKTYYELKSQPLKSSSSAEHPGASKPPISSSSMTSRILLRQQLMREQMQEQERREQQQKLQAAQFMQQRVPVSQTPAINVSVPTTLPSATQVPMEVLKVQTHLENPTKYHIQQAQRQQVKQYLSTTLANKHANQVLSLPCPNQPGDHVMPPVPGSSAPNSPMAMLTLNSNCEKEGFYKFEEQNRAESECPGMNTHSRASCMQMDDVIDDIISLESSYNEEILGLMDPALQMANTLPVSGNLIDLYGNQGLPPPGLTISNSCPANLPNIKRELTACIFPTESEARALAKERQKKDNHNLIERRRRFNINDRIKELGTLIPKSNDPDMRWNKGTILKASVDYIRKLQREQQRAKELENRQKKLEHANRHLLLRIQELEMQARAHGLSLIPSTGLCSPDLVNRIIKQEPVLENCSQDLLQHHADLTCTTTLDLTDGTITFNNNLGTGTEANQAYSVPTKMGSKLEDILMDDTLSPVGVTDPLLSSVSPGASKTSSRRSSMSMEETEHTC
# * hit, by the source's call; & = joins results of further samples.
compound,FBW7 activator,MITF inh,TEAD-YAP block,GPR151 activ
COC(=O)C1C(=O)C2=C(CC1C)NC(=O)CC2c1cc(OC)c(O)c([N+](=O)[O-])c1 (stereo unspecified),-0.3,-8,-4,-0.1
CC1CN(c2nc3c(c(=O)[nH]2)CCN(Cc2ccnc4ccccc24)C3)CC(C)O1 (stereo unspecified),-0.2,4,-6,-0.2
Cc1cc(/C=N/n2cnnc2)c(C)n1-c1cccc(I)c1,0.1,14,5,0.0
COCC(C)NS(=O)(=O)c1ccc(Nc2ccc(Cl)cc2)c([N+](=O)[O-])c1 (stereo unspecified),0.0,20,25,0.6
CCCCCCOC(=O)C1=C(C)NC(=O)NC1c1ccc(O)cc1 (stereo unspecified),-0.1,-3,3,0.9
CC1CCN(S(=O)(=O)c2nnc(NC(=O)c3cccc(F)c3)s2)CC1,0.2,7,7,0.4
Cc1cc(N2CCN(C)CC2)nc2ccc(NC(=O)c3ccccc3[N+](=O)[O-])cc12,-0.1,-35,-5,-0.1
O=C(CCc1nnc(-c2ccc3c(c2)OCO3)o1)N(Cc1ccccn1)CC1CCCO1 (stereo unspecified),-0.2,-12,-5,-0.3
COc1ccc(N2CCN(Cc3nc4c(c(=O)n(C)c(=O)n4C)n3CCCO)CC2)cc1,0.0,6,3,-0.8
Cc1n[nH]c(C)c1CNC(=O)c1ccc(CN2CCC(C)CC2)[nH]c1=O,0.0,-10,0,-0.8
O=C(Nc1c(F)cc(F)cc1Br)c1cc(S(=O)(=O)N2CCc3ccccc3C2)ccc1F,-0.1,-6,0,0.2
O=C(NCc1ccc(Cl)cc1)c1nn2c(C(F)(F)F)cc(-c3ccc(Br)cc3)nc2c1Cl,-0.1,-11,-3,-1.0
Cc1nn2c([N+](=O)[O-])c(C)[nH][n+]2c1C(=O)Nc1c(C)n(C)n(-c2ccccc2)c1=O,-0.1,4,-10,2.6
CCOC(=O)c1c(NC2=NS(=O)(=O)c3ccccc32)sc2c1CCC2,0.2,7,4,-2.2
COc1ccc(C(=O)NNC(=O)COc2ccc(Cl)cc2Cl)cc1OC,-0.2,5,6,1.3
COCC1CCN(c2nc3nonc3nc2NCc2cccs2)C1 (stereo unspecified),-0.1,-8,-3,0.0
C/C(=N\Nc1nc(C(C)(C)C)cs1)c1ccc(O)cc1,0.0,15,7,-0.4
O=C(NC1CCCC1)C1CCCN(S(=O)(=O)c2cccc3cccnc23)C1 (stereo unspecified),0.1,5,6,-0.4
CC(NC(=O)C1CCN(C(=O)N2CCOc3ccccc32)CC1)c1ccccc1 (stereo unspecified),-0.2,-13,-1,-2.7
COc1ccc2cc(CN(Cc3ccco3)C(=O)c3ccco3)c(=O)[nH]c2c1,-0.1,2,2,-0.6
N=C1/C(=C/c2ccc(OCCOc3ccccc3Cl)cc2)C(=O)N=C2SC(c3ccccc3)=NN12,0.2,0,14,1.1
O=C(Nc1ccc(F)cc1)c1cc(S(=O)(=O)N2CCC3(CC2)OCCO3)ccc1F,0.1,18,10,0.7
O=C1CCCC/C1=N\Nc1ccc(N2CCCCC2)cc1,0.6,5,19,0.1
N#Cc1ccc(-n2nnc3ccccc3c2=O)c([N+](=O)[O-])c1,0.0,7,0,0.0
COc1ccc(-c2cc(C(F)(F)F)n3ncc(C(=O)Nc4ccccc4C)c3n2)cc1OC,-0.1,-11,6,-1.4
COCCn1cnc2sc(C(=O)Nc3c(F)cccc3F)c(C)c2c1=O,0.5,-2,-13,-1.0
COc1cc(NC(=O)c2ccc(CSC3CCCCC3)cc2)cc(OC)c1OC,-0.2,3,6,1.8
CCN(CC)C(=O)Cn1cnc2sc(C(=O)Nc3ccc(F)cc3F)c(C)c2c1=O,-0.3,-20,-7,3.1
CC1(C)C([N+](=O)[O-])C(c2ccc3c(c2)OCO3)NC(c2ccc3c(c2)OCO3)C1[N+](=O)[O-] (stereo unspecified),-0.3,5,2,0.5
COc1cc(OC)cc(C(=O)NCc2nnc(SCC(=O)Nc3nccs3)n2-c2ccccc2OC)c1,-0.1,-2,-11,-0.6
COc1cn(CC(=O)Nc2cccc(F)c2)c(CN2CCCCCC2)cc1=O,0.0,0,-11,2.6
N#CCOc1nc(N2CCCCC2)nc(N2CCOCC2)n1,0.0,5,-4,-0.4
COc1cc(OC)cc(C(=O)NCC(=O)OCc2cccc([N+](=O)[O-])c2)c1,0.0,-11,0,2.5
c1nc2ncn3c(c-2n1)SCCC3,-0.1,-4,10,-0.7
COc1cc(SC)ccc1C(=O)N1CCN(c2ccc(F)cc2)CC1,0.8,6,0,0.1
CC1=C(C)CC(C(=O)O)C(C(=O)O)C1 (stereo unspecified),0.1,9,-2,-1.1
COCCNC(=O)c1cc2c(=O)n3ccccc3nc2s1,0.2,-11,2,-0.1
O=C1c2ccccc2C(=O)C1c1nc2ccccc2s1,0.4,9,-41,-0.6
O=c1c2cccnc2[nH]c2c([N+](=O)[O-])cc([N+](=O)[O-])cc12,-0.3,-6,-5,0.8
O=C(COc1cccc2ccccc12)NNC(=O)c1ccco1,0.6,6,-2,-1.2
O=C(NCc1ccco1)c1cc2n(n1)C(C(F)(F)F)CC(c1ccc(F)cc1)N2 (stereo unspecified),0.0,-17,18,0.3
COc1ccc(-c2nc(C#N)c(NN3CCOCC3)o2)cc1,-0.1,0,2,1.5
COc1ccc(OC)c(C(=O)COC(=O)c2ccc(C)cc2C)c1,-0.1,-9,-11,0.5
CC(=O)COc1cc(OCC(C)=O)c2c3c(c(=O)oc2c1)CCC3,0.0,-1,10,0.4
Cc1cc2c(cc1C)NC(CC(=O)Nc1ccc(Br)cc1)C(=O)N2 (stereo unspecified),0.1,2,-8,0.3
Cc1ccccc1NCc1nc2ccccc2n1Cc1ccccc1,-0.1,5,-65,-1.9
COc1cc(OC)c(OC)cc1/C=C/c1nc2ccccc2c(=O)n1-c1ccc(C)cc1,-0.1,11,5,-1.7
CCOC(=O)C1=C(C)N=c2s/c(=C\c3cccnc3)c(=O)n2C1c1ccc2c(c1)OCO2 (stereo unspecified),0.1,11,-2,0.3

# Entries listed so far containing a CF3 group, in the order listed:
compound,FBW7 activator,MITF inh,TEAD-YAP block,GPR151 activ
O=C(NCc1ccc(Cl)cc1)c1nn2c(C(F)(F)F)cc(-c3ccc(Br)cc3)nc2c1Cl,-0.1,-11,-3,-1.0
COc1ccc(-c2cc(C(F)(F)F)n3ncc(C(=O)Nc4ccccc4C)c3n2)cc1OC,-0.1,-11,6,-1.4
O=C(NCc1ccco1)c1cc2n(n1)C(C(F)(F)F)CC(c1ccc(F)cc1)N2 (stereo unspecified),0.0,-17,18,0.3

# 3 structures out of the list, sorted by count of non-hydrogen atoms, descending:
compound,FBW7 activator,MITF inh,TEAD-YAP block,GPR151 activ
CCOC(=O)C1=C(C)N=c2s/c(=C\c3cccnc3)c(=O)n2C1c1ccc2c(c1)OCO2 (stereo unspecified),0.1,11,-2,0.3
O=C(NCc1ccco1)c1cc2n(n1)C(C(F)(F)F)CC(c1ccc(F)cc1)N2 (stereo unspecified),0.0,-17,18,0.3
COc1ccc(-c2nc(C#N)c(NN3CCOCC3)o2)cc1,-0.1,0,2,1.5

# The listing continues.
compound,FBW7 activator,MITF inh,TEAD-YAP block,GPR151 activ
COc1ccc(CNC(=O)c2cnn3c(C)c4c(nc23)CCCC4)cc1,0.2,-2,4,-1.7
CC(C)CC(OC(=O)c1ccc(Cl)nc1)C(=O)NC1CCCC1 (stereo unspecified),1.2,-3,-1,2.1
Cc1ccccc1OCC(=O)N/N=C/c1ccc([N+](=O)[O-])s1,0.0,3,5,1.2
COc1ccccc1NC(=O)CN1CCC(C(=O)c2ccc(C)cc2)CC1,0.2,-5,4,1.0
CCNc1nc(N2CCOCC2)nc(N2CCC(Cc3ccccc3)CC2)n1,-0.1,-9,2,-0.1
CCOc1ccc(S(=O)(=O)/N=C2\C=CC(=O)C(Cl)=C2)cc1,-0.1,19,11,1.0
O=C(Nc1nnc(-c2ccccc2)s1)C12CC3CC(CC(C3)C1)C2,-0.1,8,0,1.7
COc1ccc(C(=O)/C=C/Nc2ccc(O)cc2)cc1OC,0.0,2,4,-1.0
CCN1CCN(c2nc3ccccn3c(=O)c2/C=C2\SC(=S)N(CC)C2=O)CC1,-0.1,1,7,2.7
S=c1[nH]nc(Cc2cccc3ccccc23)n1-c1ccccc1,-0.1,4,-11,2.1
N#CC1(c2ccccc2)CCCN1C(=O)c1ccccc1Br (stereo unspecified),0.2,15,-7,-0.7
Cc1nn(C(=O)Cc2ccc(Cl)cc2)c(C)c1[N+](=O)[O-],0.2,-1,-6,-0.3
CCN(CC)c1ccc(-c2nnc3c(n2)c(=O)n(C)c(=O)n3C)cc1,-0.2,-6,-7,0.3
COc1cccc(-c2nc(CS(=O)(=O)CC(=O)NCCc3ccc(C)cc3)c(C)o2)c1,-1.2,5,2,0.6
N#CC1=C(N)Oc2c(ccc3ccccc23)C1c1cccc([N+](=O)[O-])c1 (stereo unspecified),-0.3,-6,66*,-1.4
CSc1cccc(CN2CCN(Cc3ccccc3F)C(CCO)C2)c1 (stereo unspecified),-0.1,13,-1,13*
COC(=O)CN(c1ccc(Cl)cc1)S(=O)(=O)c1ccc(OC)c(OC)c1,-0.1,1,-5,-0.7
CC(=O)Nc1cc2cc(Br)cc(Br)c2oc1=O,0.0,4,-14,-0.1
CCOC(=O)C(=O)N(c1ccccc1)c1cccc2ccccc12,-0.2,2,-27,1.0
Cc1nc2cc(NCc3cccs3)ccc2n1C,-0.2,-6,-57,-2.2
COc1ccc(CNc2ncnc(N)c2[N+](=O)[O-])cc1,0.3,4,-12,-1.3
CC(=O)Nc1ccccc1C(=O)OCc1cccc([N+](=O)[O-])c1,0.1,-14,-12,-0.1
COC(=O)C1=C(C)NC2=C(C(=O)CC(c3ccc(C)cc3)C2)C1c1ccc(C)o1 (stereo unspecified),0.0,17,8,0.3
CCOC(=O)C1=CN(Cc2ccc(F)cc2)C=C(C(=O)OCC)C1c1cccc(Cl)c1,0.5,12,9,-0.9
CCCOc1cccc(-c2nc3cc(OC)c(OC)cc3c(=O)o2)c1,0.1,10,1,1.4
O=C(Nc1ccc(-c2nc3ccccc3o2)cc1)C1CCN(C(=O)C2CCC2)CC1,0.4,11,-13,-0.4
CNC(=O)c1ncnnc1N(C)C(=O)NCc1ccccc1,-0.1,-21,-7,-0.6
O=C(NC1CCN(C(=O)Nc2ccccc2)CC1)c1cccc(F)c1,0.0,2,5,-0.3
C=CCNc1nnc(SCC(=O)N2CCN(c3ccccc3)CC2)c2ccccc12,-0.1,-4,19,-0.9
Cc1cccc(N2C(=O)CSC2c2cccc([N+](=O)[O-])c2)c1 (stereo unspecified),0.1,3,-11,0.4
COC(=O)c1ccc(C2Nc3c(cccc3[N+](=O)[O-])C3C=CCC32)cc1 (stereo unspecified),0.1&-0.3,27&13,-1&-21,1.1&1.4
COc1ccc(OC)c(/C=N/Nc2ccc(Cl)c(C(=O)O)c2)c1,0.4,17,-6,-0.7
Cc1cccc(OCC(=O)N=Nc2c(O)[nH]c(=O)[nH]c2=O)c1,-0.3,1,2,0.3
Cc1ccc(SCC(=O)NCCSCc2cccs2)cc1,0.0,5,-10,-0.3
CC(C)(C)NC(=O)COC(=O)c1cccnc1Nc1cccc(C(F)(F)F)c1,0.0,4,3,1.2
O=C(O)c1cc2ncc(-c3n[nH]c(-c4cnc5cc(C(=O)O)nn5c4)c3[N+](=O)[O-])cn2n1,-0.9,68*,-9,0.9
O=S(=O)(NCC1CCCN(C2CCSCC2)C1)c1cccc2cccnc12 (stereo unspecified),-0.1,6,9,-0.1
CCN(CC)c1ccc(NC(=O)c2ccc3c4c(cccc24)CC3)cc1,-0.3,10,51*,0.5
COc1ccc(C(=O)N2CCNC(=O)C2CC(=O)Nc2cccc(Cl)c2Cl)cc1 (stereo unspecified),0.0,11,-3,0.3
Cc1cncc2c(S(=O)(=O)N3CC[C@H](NC(=O)C(O)c4ccc(Br)cc4)C3)cccc12 (stereo partly specified),-0.2,6,2,1.3
CC(C)C(=O)Nc1ccc(Cl)cc1C(=O)O,0.6,13,4,0.6
Cc1ccc2c(CNC3CCCC3)c(C(=O)O)[nH]c2c1,0.2,14,7,-2.2
COc1cccc(C(=O)Nc2c(C(=O)Nc3ccc(OC)cc3OC)oc3ccccc23)c1,0.2,9,-1,0.4
Cc1nn(Cc2cccc(C(=O)NN3CCCCC3)c2)c(C)c1Cl,0.2,1,6,-0.8
COC(=O)c1c(NC(=S)Nc2ccc(C(=O)N3CCCC3)cc2)sc(C)c1C,0.5,13,-3,-1.3
O=C(c1ccc([N+](=O)[O-])cc1)N(Cc1ccccc1)Cc1ccco1,-0.4,-4,3,-2.7
CCc1cc2ccc(OC)cc2nc1SCC(=O)NNC(=O)c1ccco1,0.0,8,-24,0.2
CCCCCNC(=O)c1cc(C)nc2ccccc12,0.2,7,2,-0.1
Cc1cn2c(=O)c(C(=O)N3CC(C)CC(C)C3)cnc2s1 (stereo unspecified),0.0,18,4,-0.5
